# Screening results (PubChem BioAssay)
# Tb PFK block: blocks T. brucei phosphofructokinase; O15648; T. brucei PFK, ADP-Glo luminescence; Potency, µM (doses to about 57.5 µM), inactives show top-dose activity, negative = inhibition, actives largely listed as inhibitors; actives 0.17% (n = 330,000); AID 485367;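 further: potency means the concentration at half of the fitted maximal effect; 0% = uninhibited 1x PFK enzyme wells and -100% = no-enzyme wells; nearly all actives have a fitted effect of over 60% in size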
#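 In TEA buffer at pH 8.0 with 5 mM MgCl2, enzyme (1.25 nM) converted F6P (0.5 mM) and ATP (0.1 mM) for 45 min at room temperature. ADP product was read by luciferase luminescence.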
# BCR signal inh: chronic active BCR signaling inhibition; ABC-DLBCL IkBa-CBG/CBR reporter, luminescence ratio, 4 h; Potency, µM (series often up to 46.1 µM), inactives show top-dose ratio change, negative = lower green/red ratio, actives largely listed as inhibitors; actives 0.05% (n = 340,000); AID 493014; active means well fitted inhibition curve with a large enough effect in the signal ratio, with a control signal flat, not every such curve was filed as active; inconclusive means small, poorly fitted or top-dose-only effect, or effect the other way, or a change in a side signal; the % refers to the signal ratio;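 further: potency means the concentration at half of the fitted maximal effect; plate controls were basal doxycycline-induced cells for no effect and cells given 10 µM MG132 for full effect; MG132 reads +100%, hits lower the ratio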
#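 Compounds up to 46 uM were incubated four hours with TMD8 cells whose green CBG68 luciferase is fused to IkappaBalpha; red CBR luminescence normalised the signal, and concentration-effect curves were fitted to fusion, red and ratio data.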
# MLL CXXC-DNA inh: inhibitors of human MLL CXXC domain-DNA interaction. Q03164. MLL-CXXC / FITC-HOXA9 DNA fluorescence polarization. Potency, µM (titrated, usually from 115 µM), for inactives: at the highest dose activity change, negative = inhibition, most hits filed as inhibitors. actives 0.037% (n = 290,000). AID 2662; active means well fitted inhibition curve with a large enough effect in the polarisation, with a control signal flat, not every such curve was filed as active; inconclusive means small, poorly fitted or top-dose-only effect, or effect the other way, or a change in a side signal; inactive means no such curve, though single readings can be large or run the other way; the % refers to the polarisation; further: potency means the concentration at half of the fitted maximal effect
#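 Steps: dispense CXXC domain solution (7 uM) → pin compounds or unlabeled HOX-A9 DNA control → 5 min ambient → add FLSN-HOX-A9 solution (50 nM) → spin → 30 min ambient → fluorescence polarization. Tris pH 7.5/NaCl/DTT/BSA buffer.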
# hERG WT inh: KCNH2 (human, wildtype) channel inhibition | Q12809 | U2OS, BacMam KCNH2, thallium flux FluxOr; active compounds read low | activity change, % at 1.84 µM | actives 0.37% (n = 340,000) | AID 720551;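 active means maximum activity change below -70%; inconclusive means maximum activity change between -70% and -50%; inactive means maximum activity change above -50%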; further: on the % scale 0 is the no-effect control and ±100 the full control effect
# Target sequence (Q12809 whole entry, looked up): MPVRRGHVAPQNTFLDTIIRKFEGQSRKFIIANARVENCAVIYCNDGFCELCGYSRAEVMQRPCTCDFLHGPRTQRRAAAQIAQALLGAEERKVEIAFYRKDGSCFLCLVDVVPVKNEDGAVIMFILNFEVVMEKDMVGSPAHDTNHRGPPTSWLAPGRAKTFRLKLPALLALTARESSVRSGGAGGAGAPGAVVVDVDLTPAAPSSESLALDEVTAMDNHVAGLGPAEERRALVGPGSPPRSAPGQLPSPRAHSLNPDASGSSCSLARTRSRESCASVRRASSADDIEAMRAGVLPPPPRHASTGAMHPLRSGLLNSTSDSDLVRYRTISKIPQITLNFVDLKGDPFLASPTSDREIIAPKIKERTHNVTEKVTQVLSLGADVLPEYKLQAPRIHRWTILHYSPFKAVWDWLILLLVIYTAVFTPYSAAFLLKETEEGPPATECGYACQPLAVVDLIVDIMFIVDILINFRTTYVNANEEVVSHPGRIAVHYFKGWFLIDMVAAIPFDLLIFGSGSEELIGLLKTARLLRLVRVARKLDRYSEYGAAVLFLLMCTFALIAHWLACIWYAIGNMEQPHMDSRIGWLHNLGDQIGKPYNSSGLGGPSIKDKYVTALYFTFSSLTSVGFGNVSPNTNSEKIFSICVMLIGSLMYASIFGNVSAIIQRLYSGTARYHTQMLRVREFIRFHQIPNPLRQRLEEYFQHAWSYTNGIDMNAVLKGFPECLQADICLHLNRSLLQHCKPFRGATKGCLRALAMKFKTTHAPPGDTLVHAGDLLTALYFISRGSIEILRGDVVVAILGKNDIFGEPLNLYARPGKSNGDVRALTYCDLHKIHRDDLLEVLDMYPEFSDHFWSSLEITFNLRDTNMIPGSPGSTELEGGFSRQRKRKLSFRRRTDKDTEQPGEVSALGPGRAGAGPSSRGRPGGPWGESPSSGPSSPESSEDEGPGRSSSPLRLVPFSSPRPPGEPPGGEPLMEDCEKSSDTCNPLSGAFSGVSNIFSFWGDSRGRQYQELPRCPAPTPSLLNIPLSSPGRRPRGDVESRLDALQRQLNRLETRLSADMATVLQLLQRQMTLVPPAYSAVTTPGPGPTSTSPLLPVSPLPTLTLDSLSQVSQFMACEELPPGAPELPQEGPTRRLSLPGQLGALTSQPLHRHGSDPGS
#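 U2OS cells transduced with wild-type KCNH2 virus are loaded with FluxOr dye for 45 min, and thallium flux is measured in kinetic reads before and after stimulation buffer. Rate constants are normalized to DMSO controls.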
# GALK inhibitor: blocks human galactokinase activity; AID 1868; Purified GALK, Kinase-Glo residual ATP luminescence; actives 0.007% (n = 270,000); Potency, µM (doses to about 57.5 µM), for inactives: top-dose activity change, negative = inhibition, actives largely listed as inhibitors; further: potency means the concentration at half of the fitted maximal effect; on the % scale 0 is the no-effect control and ±100 the full control effect
#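 Luminescence from leftover ATP (Ultra-Glo luciferase/luciferin) served as read-out after a 1 h room-temperature reaction of 5 nM GALK with 35 uM ATP and 100 uM galactose.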
# Coupling enz: inhibits coupling enzyme system, counter-screen for aldolase hits; activity change, negative = inhibition, % at 58.2 µM, hits read low; coupling enzyme system counterscreen, AmpLite Red fluorescence; AID 2472; actives 0.67% (n = 290,000); in the data active means activity change below about -30%; further: on the % scale 0 is the no-effect control and ±100 the full control effect
#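 Counterscreen lacking aldolase: glyceraldehyde-3-phosphate coupling-enzyme reagent preincubated 10 min at RT with compound (at 57.5 uM final), then substrate/coupling system with AmpLite Red added; fluorescence read at 525/598 nm after 20 min RT.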
# TSHR antag: blocks TSH signaling through the human TSH receptor; AID 504810; P16473; activity change, negative = inhibition, % at 11.5 µM; actives 0.2% (n = 330,000); TSHR-expressing cells, TSH-stimulated cAMP HTRF, 2 h; active compounds read low;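 active means activity change below a set negative limit, meaning inhibition stronger than a set level, cut at about -70% in these data; inconclusive means activity change between two set negative limits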; further: on the % scale 0 is the no-effect control and ±100 the full control effect
#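 Cell-based HTRF cAMP assay; TSHR cells + compound, TSH EC80 (4nM final), 2 h, 37 deg C. Lysis with anti-cAMP cryptate and cAMP-d2, 30 min RT, read 665/620 nm.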
# Giardia kill: kills Giardia lamblia. actives 0.15% (n = 340,000). AID 540267. activity change, % at 7.66 µM, hits read low. Giardia lamblia trophozoite viability; in the data active means activity change below about -80%; inconclusive means between about -30% and that limit;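 further: parasites exposed to compound for two days anaerobically before the ATP read; on the % scale 0 is the no-effect control and ±100 the full control effect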
#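 Luminescent ATP signal served as the viability read-out, measured 15-30 min after adding ATP detection reagent to trophozoites that had been incubated with compounds for 48 hrs at 37 deg C anaerobically at 100 cells/well.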
# AT treatment: potential ataxia-telangiectasia treatments restoring KAP-1 phosphorylation | […] A-T fibroblasts, KAP-1 phosphorylation AlphaLISA; neocarzinostatin DNA damage 30 min before lysis | Potency, µM (titrated, usually from 57.5 µM), for inactives: at the highest dose activation, hits mostly activators | AID 485349 | actives 0.19% (n = 320,000); further: potency means the concentration at half of the fitted maximal effect; % of control where 0% means no effect; nearly all actives have a fitted effect of over 45% in size
#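 ATM-like activity read as KAP-1 phosphorylation via AlphaLISA donor/acceptor antibody pairs after lysis and 6 hr at 25C. Cells were ATM-null patient fibroblasts ([…], hTERT), dosed 60 min, then exposed to the DSB inducer NCS for 30 min.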
# TCR act: activates T cell receptor signaling | 330,000 tested, under 10 active | primary human leukocytes, anti-CD3, IL-2 HTRF, 48 h | Potency, µM (top dose mostly 9.22 µM), for the others: top-dose activation of IL-2 secretion, usual class: activators; further: % of control where 0% means no effect
#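 Primary human leukocytes were stimulated with a-CD3 beads plus compounds for 48 hr without co-stimulation; secreted IL-2 was quantified by HTRF using a-IL-2-K (europium cryptate) and a-IL-2-d2, excited at 320nm with acceptor emission read at 665nm.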
# Numbers without * were called inactive; ? = inconclusive; . = not tested or not shown; & = joins results of further samples; [ ] = another dose, or the depositor's remark. Unless noted, the call rests on the fitted dose curve; in most records, active means well fitted curve in the direction sought with a large enough effect; inconclusive means small, poorly fitted or top-dose-only effect, or another doubt; inactive means no such curve, though single readings can be large; an effect the other way counts as inactive or inconclusive. Hits appear at their usual frequency. About 1.6% of those tested had a hit in this group.
SMILES,Tb PFK block,BCR signal inh,MLL CXXC-DNA inh,hERG WT inh,GALK inhibitor,Coupling enz,TSHR antag,Giardia kill,AT treatment,TCR act
CCOC(=O)C1CCN(C(=O)c2ccc(Oc3cc(Cl)cc(Cl)c3)o2)CC1,0%,?,-3%,0,1%,-1,-4,11,-4%,-2%
OCCCc1nc2ccccc2n1CCCCOc1ccccc1,-1%,?,-3%,-3,1%,1,7,17,9%,-10%
O=C(CN1CCC(n2nnc3ccccc32)CC1)NCc1cccs1,-8%,0%,-5%,-2,3%,0,-9,-1,1%,-58%
CCCCN(C(=O)c1ccc(C)cc1)c1c(N)n(CCC)c(=O)[nH]c1=O,-1%,0%,-2%,0,18%,0,0,0,1%,-2%
CC(OC(=O)CNC(=O)c1ccc2ccccc2c1)C(=O)NC1CCCCC1C (stereo not drawn),0%,0%,-2%,0,-5%,.,-14,-11,18%,-4%
CC(C)C(c1nnnn1C(C)(C)C)N1CCC(Cc2ccccc2)CC1 (stereo not drawn),4%,-3%,-10%,0,.,-3,8,19,16%,-6%
CC1CCc2sc(C(=O)NCCCn3ccnc3)cc2C1 (stereo not drawn),-2%,7%,-6%,1,-2%,.,7,3,9%,0%
Cc1ccc(F)cc1NC(=O)CN1CCN(Cc2ccccc2)CC1,-4%,0%,-12%,20,1%,1,-5,-13,2%,-7%
O=c1c2ccccc2[nH]c(=S)n1Cc1cccs1,-1%,4%,-2%,-1,0%,3,-5,-7,17%,7%[46.1 µM]
CCOc1cc(/C=C2\C(=O)ON=C2C)ccc1OCc1ccccc1,-1%,5%,-7%,-3,-1%,2,-6,10,-10%,-11%[46.1 µM]
CCN(c1ccc(C(=O)CN2C(=O)NC3(CCOc4ccccc43)C2=O)cc1)S(C)(=O)=O (stereo not drawn),6%,5%,.,0,.,.,22,7,3%,1%
CCc1ccc(OCCNC(=O)c2ccccc2SCc2ccccc2)cc1,1%,6%,-10%,-2,0%,0,-7,-8,3%,1%
CCN(CC)c1ccc(NC(=O)CSc2n[nH]c(-c3ccco3)n2)cc1,18%,-1%,.,-4,.,.,-6,12,-12%,0%
CC(=O)Nc1ccc(C(=O)CN2CCN(c3ccccc3)CC2)cc1,-1%,-14%,12%,1,-5%,-1,-6,-2,-4%,5%
CCCNC(=S)NNC(=O)c1cc(C2CC2)nc2ccccc12,4%,5%,?,3,5%,-5,0,-7,-6%,-1%
NC(=O)CSc1nnc(Cc2cccs2)n1C1CCCCC1,-3%,0%,-3%,-3,0%,3,-3,7,.,-3%
CCN(CC)S(=O)(=O)c1cccc(C(=O)OCC(=O)c2ccc3c(c2)OCCO3)c1,0%,0%,4%,1,-2%,-2,-15,-17,5%,2%[46.1 µM]
CCCC(=O)Nc1ccc(N2CCN(C(=O)c3ccccc3C)CC2)cc1,3%,3%,-3%,-1,0%,-2,-21,5,4%,-3%
Cc1ccccc1/C=C/C(=O)N1CCOCC1,1%,-19%,-3%,2,1%,3,-3,5,2%,2%
N#C/C(=C\c1cn(CCOc2ccccc2)c2ccccc12)C(=O)NCC1CCCO1 (stereo not drawn),0%,0%,-3%,1,1%,-3,-11,21,-4%,1%
Cc1nnc2n1N=CC=C(c1ccccc1)S2,-2%,?,-4%,-12,-4%,0,3,-4,4%,-6%
Cc1ccc(-c2nn(Cc3ccccc3)cc2/C=C/C(=O)O)cc1C,0%,0%,-19%,2,-4%,-1,-13,-15,.,3%
C=CCn1c(C)cc(-c2csc(NC(=O)C3=COCCO3)n2)c1C,6%,-10%,.,1,.,.,-16,15,-4%,3%
Cc1cc(NC(=O)COC(=O)COc2ccc(C(=O)c3ccccc3)cc2)no1,3%,1%,-10%,4,-1%,1,-10,-17,-6%,-3%
S=c1[nH]nc(-c2c[nH]c3ccccc23)o1,-3%,3%,-6%,4,-2%,4,-6,8,-17%,1%

# An excerpt from above in order of the Tb PFK block value, ascending.
canonical_smiles	Tb PFK block	MLL CXXC-DNA inh	GALK inhibitor	TSHR antag	TCR act
OCCCc1nc2ccccc2n1CCCCOc1ccccc1	-1%	-3%	1%	7	-10%
CCN(CC)S(=O)(=O)c1cccc(C(=O)OCC(=O)c2ccc3c(c2)OCCO3)c1	0%	4%	-2%	-15	2%[46.1 µM]
CCN(c1ccc(C(=O)CN2C(=O)NC3(CCOc4ccccc43)C2=O)cc1)S(C)(=O)=O (stereo not drawn)	6%	.	.	22	1%

# More structures:
SMILES,Tb PFK block,BCR signal inh,MLL CXXC-DNA inh,hERG WT inh,GALK inhibitor,Coupling enz,TSHR antag,Giardia kill,AT treatment,TCR act
CCCCn1c(N)c(N(C)C(=O)c2c(C)nn(-c3ccccc3)c2C)c(=O)[nH]c1=O,5%,-1%,.,-5,.,.,.,-26,-3%,-3%
COc1ccccc1N(C)S(=O)(=O)c1ccc(C(=O)NC2CCCCC2)cc1,-9%,-2%,.,1,.,.,0,24,0%,-1%
O=C(C[C@H]1C[C@H](C(=O)N2CCCCC2)[C@@]2(CCc3ccccc3)c3[nH]c4ccc(Cl)cc4c3CCN2C1=O)NCCC1=CCCCC1,0%,?,.,-10,.,.,5,-2,10%,0%[46.1 µM]
NC(=O)c1c(NC(=O)c2ccccc2)sc2c1CCCC2,-1%,4%,21%,-14,6%,-2,-10,-22,4%,-2%
C[C@@H](C(=O)Nc1ccc2ccccc2c1)[C@H]1C[C@]1(C)[C@H](NS(=O)(=O)c1ccc(-c2ccccc2)cc1)c1ccccc1,-2%,6%,10%,-2,.,-1&0,0,3,-13%,4%
O=C(NCc1cccnc1)c1ccc(Cn2c(=S)[nH]c3ccc(Br)cc3c2=O)cc1,0%,0%,-2%,-8,-1%,2,-4,1,-17%,.
Cc1ccc2c(Cl)cc(Cl)c(OCC(=O)Nc3cc(S(=O)(=O)N(C)C)ccc3C)c2n1,5%,-26%,-5%,-4,-3%,-15,-24,-14,1%,2%[46.1 µM]
O=C(NCc1ccccc1)C12CC3CC(CC(Cl)(C3)C1)C2,5%,-4%,-6%,1,-4%,3,-11,2,10%,3%
Cc1cccc(CSc2ccc(S(=O)(=O)N3CCCC3)cn2)c1,0%,5%,.,16,.,.,?,9,34%,4%
O=C(NN1C(=O)C2CC=C(Cl)CC2C1=O)c1ccncc1 (stereo not drawn),-28%,-8%,1%,9,0%,0,-5,?,-2%,2%
COCCNC(=O)c1ccccc1NC(=O)Nc1ccccc1,-7%,?,-24%,0,4%,-4,2,-1,0%,0%
Clc1ccc(CSc2nnc(-c3c[nH]c4ccccc34)o2)cc1,-2%,?,8%,-13,-4%,-3,-18,25,1%,0%
O=C(c1ccncc1)N(Cc1ccco1)Cc1cc2ccccc2[nH]c1=O,-5%,-3%,5%,0,-2%,-1,-10,5,8%,1%
O=C(Nc1cccc(Cl)c1)c1ccc(NCCCN2CCOCC2)c([N+](=O)[O-])c1,2%,?,28%,23,1%,2,-20,9,-10%,2%
Nc1cc(=O)nc(SCc2ccccc2)n1Cc1ccco1,11%,-2%,2%,0,-4%,-1,1,4,0%,0%
O=C(N/N=C/c1cnc(N2CCCCC2)s1)c1ccc(C(F)(F)F)cc1,7%,6%,0%,-9,0%,5,-2,-3,-8%,0%
O=C([O-])c1ccccc1-[n+]1c(-c2ccccc2)cc(-c2ccccc2)cc1-c1ccccc1,-9%,?,.,7,.,.,22,-15,5%,5%
COc1ccc(-c2nnc(NC(=O)C3CCCO3)s2)cc1 (stereo not drawn),3%,-3%,-6%,-16,2%,3,-2,-8,-7%,-2%
COc1ccc(C(CCNCc2ccccc2)c2ccc(F)cc2)cc1 (stereo not drawn),2%,-4%,-3%,-15,0%,2,11,7,2%,-7%[46.1 µM]

# Whole records, looked up by structure.
# Entry for NC(=O)CSc1nnc(Cc2cccs2)n1C1CCCCC1 : Tb PFK block = -3%; BCR signal inh = 0%; MLL CXXC-DNA inh = -3%; hERG WT inh = -3; GALK inhibitor = 0%; Coupling enz = 3; TSHR antag = -3; Giardia kill = 7; AT treatment = .; TCR act = -3%
# Entry for OCCCc1nc2ccccc2n1CCCCOc1ccccc1 : Tb PFK block = -1%; BCR signal inh = ?; MLL CXXC-DNA inh = -3%; hERG WT inh = -3; GALK inhibitor = 1%; Coupling enz = 1; TSHR antag = 7; Giardia kill = 17; AT treatment = 9%; TCR act = -10%
# Entry for NC(=O)c1c(NC(=O)c2ccccc2)sc2c1CCCC2 : Tb PFK block = -1%; BCR signal inh = 4%; MLL CXXC-DNA inh = 21%; hERG WT inh = -14; GALK inhibitor = 6%; Coupling enz = -2; TSHR antag = -10; Giardia kill = -22; AT treatment = 4%; TCR act = -2%
